Source: PubChem (National Center for Advancing Translational Sciences (NCATS))
HCMV inh = qHTS Assay for inhibitors of the human cytomegalovirus (HCMV). HFF cells, HCMV-luciferase reporter, 72 h; hits give low values. activity change, negative = inhibition, % at 57.5 µM. 410,000 compounds, 4.5% hits; in the data active means activity change below about -60%; inconclusive means no clear call, values can overlap the other calls; inactive means above about -39%
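Steps: HFFs plated, 16 h 37C; compounds added; HCMV-luciferase added to MOI 1 PFU/cell; 72 h 37C; OneGlo reagent, 5 min room temperature; luminescence read, normalized to controls.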
AmpC inh no detg = qHTS Inhibitors of AmpC Beta-Lactamase (assay without detergent); AmpC nitrocefin hydrolysis, absorbance 480 nm, 0.0001% Triton; Potency, µM (highest dose often 57.1 µM), for inactives: at the top dose activity change, negative = inhibition, hits mostly inhibitors; 330,000 compounds, 0.52% hits; AID 485341, 2010;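 further: potency means the concentration at half of the fitted maximal effect; plate controls were no compound for no effect and no enzyme for full effect; nearly all actives have a fitted effect of over 20% in size; some results filed as inactive show a strong effect at the top dose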
Target sequence (P00811 whole entry, looked up): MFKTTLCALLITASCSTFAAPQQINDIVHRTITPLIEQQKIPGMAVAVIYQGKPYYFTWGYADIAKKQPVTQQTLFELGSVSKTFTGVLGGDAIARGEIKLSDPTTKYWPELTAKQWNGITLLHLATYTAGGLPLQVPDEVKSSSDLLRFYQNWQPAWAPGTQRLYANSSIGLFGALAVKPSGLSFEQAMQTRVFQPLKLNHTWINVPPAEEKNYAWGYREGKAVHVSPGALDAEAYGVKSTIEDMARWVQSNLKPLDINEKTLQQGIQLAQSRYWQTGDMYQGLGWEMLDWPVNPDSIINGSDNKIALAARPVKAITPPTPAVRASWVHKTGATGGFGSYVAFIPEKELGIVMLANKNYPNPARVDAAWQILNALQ
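20 mM phosphate pH 7.0 + 0.01% (detergent screen) or 0.0001% Triton X-100; 5.3 nM AmpC reagent; cpd preinc 15 min RT; nitrocefin (800 uM stock) to start; A480 q20 s × 4 min; Activity was normalised to no-enzyme and no-compound control wells.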
AmpC detergent = qHTS Inhibitors of AmpC Beta-Lactamase (assay with detergent). P00811. AmpC hydrolysis of nitrocefin, absorbance 480 nm, 0.01% Triton. Potency, µM (highest dose often 114 µM), inactives show top-dose activity change, negative = inhibition, actives largely listed as inhibitors. 370,000 compounds, 0.041% hits. AID 485294, 2010;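 further: potency means the concentration at half of the fitted maximal effect; 0% = no-compound wells and -100% = no-enzyme wells; nearly all actives have a fitted effect of over 25% in size; some results filed as inactive show a strong effect at the top dose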
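20 mM phosphate pH 7.0 + 0.01% (detergent screen) or 0.0001% Triton X-100; 5.3 nM AmpC reagent; cpd preinc 15 min RT; nitrocefin (800 uM stock) to start; A480 q20 s × 4 min; Activity was normalised to no-enzyme and no-compound control wells.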
HCV inhibitor = qHTS Assay for Inhibitors of Hepatitis C Virus (HCV) | Huh7.5.1 HCVcc-Cre infection, luciferase reporter, 44 h | Potency, µM (top dose mostly 41.8 µM), for the others: top-dose activity change, negative = inhibition, usual class: inhibitors | 340,000 compounds, 3.4% hits | AID 651820, 2012; further: potency means the concentration at half of the fitted maximal effect
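Reporter virus HCVcc-Cre (~0.5 moi) infects cells exposed to compound; seeding density 1,000 cells/well with 4 h settling beforehand. Luminescence, 15 sec read, taken 44 h post-infection following a 15 min RT substrate incubation.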
Sm TGR inh = qHTS Assay for the Inhibitors of Schistosoma Mansoni Peroxiredoxins. Schistosoma mansoni thioredoxin glutathione reductase (TGR), Q962Y6. purified TGR, DTNB reduction, TNB absorbance 405 nm. Potency, µM (series often up to 114 µM), for the others: top-dose activity change, negative = inhibition, hits mostly inhibitors. 360,000 compounds, 3% hits; further: potency means the concentration at half of the fitted maximal effect; nearly all actives have a fitted effect of over 60% in size
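First, TGR (20 nM dispensed) and NADPH were mixed with compound. Second, a 15 min room-temperature incubation followed. Third, further NADPH and then DTNB were added to start the reaction. Finally, TNB absorbance was monitored kinetically.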
Giardia FBPA inh = qHTS Assay for Inhibitors of Fructose-1,6-bisphosphate Aldolase from Giardia Lamblia. Potency, µM (doses to about 59.6 µM), for the others: at the highest dose activity, negative = inhibition, usual class: inhibitors. purified Giardia FBPA. A8B2U2. 290,000 compounds, 0.71% hits; further: potency means the concentration at half of the fitted maximal effect; nearly all actives have a fitted effect of over 55% in size
Target sequence (A8B2U2 whole entry, looked up): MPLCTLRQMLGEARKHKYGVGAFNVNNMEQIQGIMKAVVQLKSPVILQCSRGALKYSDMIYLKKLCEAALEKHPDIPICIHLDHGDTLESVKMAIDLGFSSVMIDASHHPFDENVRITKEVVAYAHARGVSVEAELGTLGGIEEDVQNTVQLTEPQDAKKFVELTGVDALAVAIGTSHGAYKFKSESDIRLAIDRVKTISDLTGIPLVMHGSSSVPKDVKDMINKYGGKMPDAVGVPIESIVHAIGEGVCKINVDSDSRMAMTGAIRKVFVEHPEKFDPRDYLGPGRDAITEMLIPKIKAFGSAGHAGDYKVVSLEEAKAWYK
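Giardia FBPA (40 nM reagent) was preincubated 10 min at RT with compound (up to 57.5 uM final), then substrate plus GAPDH/TPI/NAD/arsenate coupling system with diaphorase/resazurin was added; resorufin fluorescence (525/598 nm) was read after 20 min.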
Starred values were filed as active, the others as inactive; ? = inconclusive; · = no result given; & = joins results of further samples; [ ] = another dose, or the depositor's remark. Unless noted, the call rests on the fitted dose curve; in most records, active means well fitted curve in the direction sought with a large enough effect; inconclusive means small, poorly fitted or top-dose-only effect, or another doubt; inactive means no such curve, though single readings can be large; an effect the other way counts as inactive or inconclusive. Unless noted, on the % scale 0 is the no-effect control and ±100 the full control effect.

SMILES	HCMV inh	AmpC inh no detg	AmpC detergent	HCV inhibitor	Sm TGR inh	Giardia FBPA inh
COc1ccc(NC(=O)CN(C)C(=O)c2cc(S(=O)(=O)N3CCCCCC3)ccc2OC)cc1	-31	46%	-15%	-7%[8.37 µM]	-10%	·
CS(=O)(=O)N1CCc2ccccc2C1	45	-10%	-15%	-7%	3%	-1%
CCC(C)(C)n1nnnc1C(CC(C)C)N1CCC(C(N)=O)CC1 (stereo unspecified)	2	20%	?	10%	-28%	8%
Cc1csc(NC(=O)CSc2nnc(CCNC(=O)c3ccc(Cl)c(Cl)c3)n2C)n1	-8	-3%	-1%	5%	-2%	2%
CN(C(=O)c1oc(=O)c2ccccc2c1-c1ccccc1)c1cccc(Cl)c1	-20	·	0%	·	1%	·
CSc1ccccc1C(=O)C1CCCN(C(=O)c2cncs2)C1 (stereo unspecified)	0	-11%	-12%	14%	-7%	3%
O=C1CC(C(=O)N2CCN(Cc3ccccc3)CC2)CN1Cc1ccccc1 (stereo unspecified)	14	24%	-10%	20%	0%	·
O=C(Nc1nc2c(s1)CCCC2)c1ccccc1F	-68*	·	23%	·	1%	·
CCOc1ccccc1CN1CCN(Cc2ccon2)CC1CCO (stereo unspecified)	-17	12%	-1%	6%	-7%	0%
COC(=O)c1cc(OC)c(OC)cc1NC(=O)c1cccnc1	·	-7%	-7%	6%	-6%	4%
Cc1nn(C(C)C(=O)NNC(=S)Nc2ccc(F)cc2)c(C)c1[N+](=O)[O-] (stereo unspecified)	17	-24%	-13%	·	-1%	15%
CCN(CC)CCCNC(=O)c1ccc(C)c(NC(=O)C2=C(C)OCCS2)c1	?	-1%	0%	8%	-7%	1%
CN1C(=O)c2cccc3c(S(=O)(=O)Nc4ccccc4F)ccc1c23	222	-35%	4%	-1%	0%	-5%
CC(=O)c1cccc(NC(=O)CCOc2ccccc2)c1	47	-19%	2%	-13%	-33%	1%
COc1ccc(Cl)cc1C(=O)Nc1nnc2n1CCS2	-17	·	-1%	·	-1%	·
COc1ccc(C(=O)OCC(=O)c2ccc(CNC(C)=O)s2)cc1	-15	-9%	-1%	39%[activator]	-9%	·
O=C(Cn1c(=O)n(-c2ccc(Cl)cc2)c(=O)c2sc3ccccc3c21)NC1CCCC1	8	·	8%	·	6%	·
CC(C)(C)c1cc[n+](/C(C(=S)Nc2ccccc2F)=C(/[O-])c2ccc3c(c2)OCCO3)cc1	34	-31%	1%	10%	-12%	?
COc1ccc(-c2cc(C(F)F)n3ncc(C(=O)N4CCc5ccccc5C4)c3n2)cc1	1	51%	-1%	?	?	-20%
CC1CCC(NC(=O)CN2C(=O)c3ccccc3S2(=O)=O)CC1 (stereo unspecified)	-12	-16%	·	9%	·	·

Entries of single compounds as entered above.
CN(C(=O)c1oc(=O)c2ccccc2c1-c1ccccc1)c1cccc(Cl)c1 is listed with HCMV inh: -20; AmpC inh no detg: ·; AmpC detergent: 0%; HCV inhibitor: ·; Sm TGR inh: 1%; Giardia FBPA inh: ·
COc1ccc(C(=O)OCC(=O)c2ccc(CNC(C)=O)s2)cc1 is listed with HCMV inh: -15; AmpC inh no detg: -9%; AmpC detergent: -1%; HCV inhibitor: 39%[activator]; Sm TGR inh: -9%; Giardia FBPA inh: ·

The list goes on:
SMILES	HCMV inh	AmpC inh no detg	AmpC detergent	HCV inhibitor	Sm TGR inh	Giardia FBPA inh
Cc1cccc(OCC(=O)O/N=C(\N)Cc2ccc(Cl)cc2)c1	-2	·	-11%	15%	?	-3%
Cc1ccnc(NC(=O)CS(=O)(=O)Cc2ccccc2)c1	-99*	-24%	1%	-6%	-9%	-1%
CCC(=O)Oc1oc(-c2ccccc2)nc1C=Nc1ccc(C)cc1	15	-22%	-5%	-1%	-25%	0%
COc1cccc(OC)c1C(=O)NC(=S)NCc1ccco1	-33	18%	-6%	-15%	-7%	0%
COC(=O)Cn1c(O)c(N=NC(=O)CNC(=O)c2ccc3c(c2)OCCO3)c2ccccc21	7	-14%	2%	17%	4%	-21%
COC(=O)c1cnc(SCc2ccc([N+](=O)[O-])cc2)n1C	-8	-3%	-1%	4%	-1%	-2%
CN(C)c1ncc(C(=O)O)cn1	25	-8%	-3%	-2%	-35%	2%
CN(c1ccccc1)S(=O)(=O)c1ccc2c(c1)OCCO2	?	-15%	·	12%	·	·
COC(=O)Cn1c(=NC(=O)CSCC(=O)Nc2cc(C)on2)sc2ccccc21	12	-31%	10%	-1%	-3%	-8%
COc1ccc(CCNC(=O)c2ccc(CN3CCOCC3)cc2)cc1	?	20%	-5%	?	7%	0%
COc1cccc(CNC(=O)C2CCCN(S(=O)(=O)N(C)c3ccc(F)cc3)C2)c1OC (stereo unspecified)	-71*	·	-6%	·	6%	·
CCc1ccc2nc(NC(=O)c3cc(C)on3)sc2c1	102	3%	-1%	?	8%	·
Cc1ccc(N(CC(=O)N2CCN(c3ccccc3F)CC2)S(=O)(=O)c2c(C)noc2C)cc1	-18&-2	5%	4%&2%	7%	-3%&-2%	·
Cc1ccc(C(=O)NC(=S)Nc2ccc(N3CCOCC3)cc2)cc1	-103*	-6%	11%	?	?	-7%
CCC(C)(C(=O)NC1CCCCC1)N(C)C(=O)c1ccc2c(c1)OCO2 (stereo unspecified)	6	-10%	-5%	5%	6%	3%
Cn1c(N)c(N2CCCCC2)c(=O)n(CC(=O)Nc2ccc(Cl)c(Cl)c2)c1=O	-30	-50%	-1%	-3%	3%	-1%
COc1ccc(-c2cc(C(C)=O)c(C)n2CCC(=O)NCc2ccc(C)cc2)cc1	0	·	-1%	·	-3%	·
CC(C)c1ccc(N(CC(=O)NCc2ccco2)C(=O)CCC(=O)Nc2nccs2)cc1	-6	16%	0%	0%	-15%	2%
Nn1c(COc2ccccc2F)nnc1SCC(=O)NC1CCCCC1	-20	?	?	8%[8.37 µM]	-16%	·
O=C(/C=C/c1ccc(OC(F)F)cc1)Nc1cccc(S(=O)(=O)N2CCOCC2)c1	-75*	-23%	-4%	5.6µM*	-21%	·
O=C1C2=C(C(=O)c3ccccc31)C1O[C@](c3ccsc3)(Cc3ccccc31)O2	·	-44%[11.4 µM]	-14%[22.9 µM]	·	?	-13%[12.9 µM]
COc1ccc(OC)c(NC(=O)COC(=O)C2CCN(C(=O)c3ccc(Cl)cc3)CC2)c1	41	139%[activator]	3%	-4%	-2%	2%
COc1cc(S(=O)(=O)N2CCOCC2)ccc1NC(=O)COC(=O)c1cc(OC)c(OC)c(OC)c1	6	100%[activator]	·	-27%	·	·
Cc1ccc(NC(=O)c2nc(-c3ccncc3)no2)c(Cl)c1	72	·	0%	·	12%	·
CCOC(=O)c1c(CC(C)C)csc1NC(=O)C(C)C	-13	1%	4%	13%	6%	2%
CC(=O)CC(=O)Nc1ccc(Nc2ccccc2)cc1	-31	-41%	-6%	14%	-24%	0%
N/C(=N\OC(=O)CCC1CCCCC1)c1cccc([N+](=O)[O-])c1	·	-25%	4%	15%	8%	0%
Cc1ccc(S(=O)(=O)CCC(=O)OCC(=O)c2c[nH]c3ccccc23)cc1	98	-27%	-6%	8%	-3%	3%
COCCNC(=O)CS(=O)Cc1nc(-c2ccc(Cl)cc2)oc1C (stereo unspecified)	27	-7%	-9%	6%	?	4%
COc1ccc(/C=N/n2c(-c3n[nH]c4c3CCC4)n[nH]c2=S)c(OC)c1OC	-25	-28%	-1%	-20%	10%	-8%
Cc1nc2c3ccccc3nc(NNC(=O)CCC(=O)N3CCN(c4cccc(C(F)(F)F)c4)CC3)n2n1	-17	·	-3%	·	10%	·
CC1CCCC(C(=O)OCc2ccccc2)N1 (stereo unspecified)	8	-16%	3%	-14%	-2%	-7%
CC(=O)Nc1ccc(NC(=O)CN(c2ccc([N+](=O)[O-])cc2)S(=O)(=O)c2ccccc2)cc1	?	-56%	4%	-20%	11%	-9%
CCCn1c(=O)sc2cc(NC(=O)c3ccc(OC)c(Br)c3)ccc21	?	·	-2%	·	2%	·
Cn1nc(C(=O)Nc2ccccc2N2CCOCC2)ccc1=O	-9	0%	8%	-2%	0%	·
CCOC(=O)c1sc(=S)n(C)c1C	15	2%	-5%	4%	8%	-5%
O=C(CCC1CCN(C(=O)Cc2c(F)cccc2F)CC1)NC1CC1	-4	16%	-12%	8%	0%	·
O=C1c2ccccc2S(=O)(=O)N1Cc1cccc(S(=O)(=O)N2CCOCC2)c1	15	10%	-17%	3%	-4%	5%
N#CC1=C2SCN(Cc3ccco3)CN2C(=O)CC1c1ccccc1F (stereo unspecified)	·	-19%	-3%	9%	?	?
OCc1ccccc1OCCOc1ccc(Cl)c2cccnc12	148	24%	-5%	?	-4%	-18%
CC(C)CCN1NC2(CCCC(C)C2)NC1=S (stereo unspecified)	11	-28%	-1%	-1%	8%	1%
C(=C\c1ccccc1)/C=N/Nc1nncc(-c2ccccc2)n1	28	-4%	-2%	3%	-8%	1%
Cc1ccc(S(=O)(=O)N2CCC(C(=O)Nc3ccccc3N3CCCCC3)CC2)cc1C	-12	-28%	?	?	11%	·
O=C(NC(Cc1c[nH]c2ccccc12)C(=O)Nc1ccc(OC(F)(F)F)cc1)c1cccs1 (stereo unspecified)	-97*	-47%	1%	?	16%	-8%
O=C1CCCN1CCCNc1nc2c(S(=O)(=O)c3ccccc3)nnn2c2ccc(Cl)cc12	-32	90%[activator]	-10%	?	3%	19%
CNC(=O)NC(=O)COc1ccc2oc3c(c2c1)CCCC3	111	-16%	?	-16%	1%	-4%
CCCn1c(NC(=O)c2ccc(Br)cc2)nc2ccccc21	65	-16%	-14%	20%	-19%	?
O=C1CCc2cc(S(=O)(=O)NCCC(=O)NC3CCN(Cc4ccccc4)CC3)ccc2N1	22	-8%	0%	5%	6%	-2%
COc1ccccc1NC(=O)C1=C(C)NC(=O)NC1c1cc(C)cs1 (stereo unspecified)	-17	-22%	?	24%	-32%	2%
CN(C)CCCNC(=S)N(CCCN(C)C)Cc1cc2cc3c(cc2[nH]c1=O)OCO3	26	-4%	1%	11%	-2%	8%
Cn1cccc1/C=N/NC(=O)c1cc(-c2cccs2)nc2ccccc12	-38	-22%	-3%	?	-8%	0%
Cc1ccc(-c2nn(-c3ccccc3)cc2C(=O)OCC(=O)Nc2ncc(Cl)cc2Cl)cc1	11	-56%	-13%	4%	-17%	-11%
O=C(CN(C(=O)CCC(=O)Nc1nccs1)c1ccc(F)cc1)NCc1ccc2c(c1)OCO2	7	-16%	-12%	-10%	-5%	-23%
CCC(C)c1ccc(S(=O)(=O)N2CCN(CC(O)CN3CCOCC3)CC2)cc1 (stereo unspecified)	6	67%[activator]	8%	0%	-1%	·
